human PMI inhibition = inhibitors of human PMI, primary screen, biochemical, fluorescence intensity, coupled assay (AID 1209); purified PMI enzyme, coupled fluorescence intensity; higher % means a stronger effect; actives 0.42% (n = 190,000); one-dose inhibition, % at 20 µM; IC50 in µM for titrated hits; in the data active means inhibition above about 50%;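 further: plate controls were DMSO vehicle for no effect and wells lacking substrate for full effect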
Myeloid diff 2 = promotes myeloid progenitor differentiation. ER-HoxA9 myeloid progenitors, lysozyme-GFP differentiation, flow cytometry. calls only at 10 µM. actives 1% (n = 360,000). AID 624256;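 active means normalized GFP-positive differentiation at or above the plate's own cutoff, the solvent-only control mean plus 3 SD; inconclusive means no clear call, values can overlap the other calls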;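 further: cells exposed to compound for four days before flow analysis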
T cell HTS = modulates CD8 T cell binding to vesicles. 2C CD8+ T cell-vesicle binding, flow cytometry; stronger effect = lower value. calls only at 7 µM. actives 0.068% (n = 330,000). AID 2052;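 active means response, share of CD8 T cells binding vesicles, and their 90th percentile fluorescence all below set limits, cut at about 80% in these data, passing the limit was not always enough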
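Read-out – percent CD8+ FL2 mean versus row control · System – murine 2C transgenic CD8+ T lymphocytes · Times – 1.5 h cell–vesicle binding at 37 °C, then 20 min icy labelling · Control set – naked vesicles low, QL9 vesicles with vehicle high · Detection – cytometric PE anti-B7-1 and Alexa647 anti-CD8 signals after 1% paraformaldehyde fixation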
b-catenin transl = modulators of beta-catenin nuclear translocation; HeLa beta-catenin nuclear translocation, immunofluorescence imaging; nuclear translocation activity, % at 5 µM; actives 0.3% (n = 190,000);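 active means nuclear translocation activity above 50% at 5 µM, with a well cell count of 50 or more; inconclusive means wells under 50 cells across six images, flagged as toxic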;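 further: per-cell ratio of nuclear to cytoplasmic median beta-catenin stain intensity; plate controls were DMSO negative control for no effect and GSK-3 inhibitor IX positive control for full effect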
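assay system = human HeLa cells, endogenous beta-catenin | times = compound treatment 24 h, 37°C, 5% CO2 | detection = Anti-beta-catenin immunofluorescence on PFA-fixed, Triton-permeabilized cells, DAPI nuclei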
TNAP activators = stimulation of alkaline phosphatase TNAP activity – biochemical, luminescent, no phosphate acceptor, uHTS, primary screen (AID 1001); purified TNAP, luminescent activation assay, no phosphate acceptor; higher activation fold means a stronger effect; activation fold at 20 µM; hits with a dose series show EC50 in µM; actives 0.03% (n = 200,000); in the data active means activation fold from about 3, or a potency from the dose series; inactive means the rest, 99 in 100 with activation fold below about 1.6; further: many of its hits are not listed in these tables
Dynein cargo inh = blocks dynein driven cargo transport along microtubules; 3617.4 mouse cells, GR-EGFP nuclear translocation imaging; test concentration mostly 20 µM; stimulated with dexamethasone, 1 µM; stronger effect = lower value; z-score, hits read low; actives 0.47% (n = 220,000); AID 1381;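 active means plate z-score of nuclear minus cytoplasmic receptor signal below a set negative limit, without overly bright fluorescence or cell loss, cut at about -3.5 in these data, passing the limit was not always enough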;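 further: z-score of nuclear minus cytoplasmic ring GR-EGFP intensity difference per well; some compounds called inactive have numbers as strong as hits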
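medium = tetracycline-free induction medium containing charcoal-stripped FBS | also added = 1.0 µM final dexamethasone stimulus | schedule = 48 h induction, 1 h compound, 30 min dex at 37 °C | technique = fixed, Hoechst-stained cells imaged at 10x for EGFP | measure = GR-EGFP nuclear translocation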
MT stabilize HCS = microtubule stabilization, imaging screen; HeLa tubulin immunostaining HCS, 24 h; share of cells brighter than vehicle mean+2SD; % tubulin-high responders, % at 10 µM; actives 0.83% (n = 200,000); AID 2205;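 active means plate Z-score above 3 for both tubulin-high and condensed-nucleus cell shares, with cell loss under 80%, at 10 µM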;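 further: anti alpha tubulin signal scored within the nucleus-defined area of each cell; some results filed as inactive read as strong as hits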
Insulin prom up = MIN6 insulin promoter up-regulation | z-score at 5 µM | actives 0.3% (n = 190,000) | MIN6 insulin promoter-GFP reporter, high-content imaging; stronger effect = higher value;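 active means z-score above 3 at 5 µM with at least 500 cells counted in the well; inconclusive means wells under 500 cells, flagged as cytotoxic or low count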
Lipid droplet = hepatic lipid droplet formation modulation. AML12 mouse hepatocytes, oleate lipid droplets, BODIPY imaging. inhibition, % at 6.5 µM. actives 0.4% (n = 240,000). AID 1656;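 active means lipid droplet intensity inhibited by at least 50%, with more than 500 cells counted; inconclusive means wells with under 300 cells, treated as cytotoxic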
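Assay system: AML12 hepatocytes (mouse); Probe or stimulus: oleic acid at 100 µM to induce lipid droplet formation; Dosing: compound at 6.5 µM only; Schedule: compound with oleate, overnight; Detection: fluorescence imaging, 20x objective, two fields per well; Measure: % inhibition of lipid droplet signal.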
Dynein cargo inh cytoplasmic EGFP = also measured in Dynein cargo inh; calls as there; z-score; measured here: cytoplasmic GR-EGFP intensity; stronger effect = higher value
Dynein cargo inh nuclear GR-EGFP = recorded beside Dynein cargo inh, whose call it bears; z-score; measured here: nuclear GR-EGFP intensity;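 lower value marks the stronger effect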
Dynein cargo inh cell count = recorded beside Dynein cargo inh, whose call it bears; z-score; measured here: cell count per field
Insulin prom up cell count = recorded beside Insulin prom up, whose call it bears; cell count; measured here: cytotoxicity, nuclei count;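 total cells summed across four imaged fields per well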
Lipid droplet cells 6.5 µM = also measured in Lipid droplet; calls as there; cell count; measured here: cell count, cytotoxicity flag;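 cells counted across two imaged fields per well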
b-catenin transl cell count 5 µM = recorded beside b-catenin transl, whose call it bears; cell count; measured here: cell count, cytotoxicity flag
T cell HTS vesicle-bound % = further read-out of T cell HTS, marked with its call; double positive events, %; measured here: CD8+ vesicle-bound cell fraction;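 binding gate set so that unloaded-vesicle control wells show 10% double positive cells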
MT stabilize HCS Hoechst-high % = further read-out of MT stabilize HCS, marked with its call; % Hoechst-high responders; measured here: nuclear condensation Hoechst responders;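 share of cells brighter than vehicle mean plus two SD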
MT stabilize HCS cytotoxicity % = further read-out of MT stabilize HCS, marked with its call; toxicity, %; measured here: cytotoxicity by cell density;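 0% = mean cell density of plate MIN control wells and 100% = no cells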
Myeloid diff 2 GFP+ MAC1+ % = second read-out of Myeloid diff 2, no call of its own (marks repeat the call); GFP+ MAC1+ double positive, %; measured here: differentiation confirmed by MAC1 staining
Starred values were filed as active, the others as inactive; i = inactive; ? = inconclusive; nt = not tested or not shown.

smiles	human PMI inhibition	Myeloid diff 2	Myeloid diff 2 GFP+ MAC1+ %	T cell HTS	T cell HTS vesicle-bound %	b-catenin transl	b-catenin transl cell count 5 µM	TNAP activators	Dynein cargo inh	Dynein cargo inh cytoplasmic EGFP	Dynein cargo inh nuclear GR-EGFP	Dynein cargo inh cell count	MT stabilize HCS	MT stabilize HCS Hoechst-high %	MT stabilize HCS cytotoxicity %	Insulin prom up	Insulin prom up cell count	Lipid droplet	Lipid droplet cells 6.5 µM
CCOc1ccc(-n2c(SCC(N)=O)nc3c(c2=O)SCC3)cc1	-12%	i	0.9	i	6	nt	nt	1.1	0.73	-0.21	0.65	0.81	2.5	1.8	8.2	-0.47	1198	-1	727
CCCCS(=O)(=O)C(=C1Nc2ccccc2N1)S(=O)(=O)CCCC	-4%	i	0.5	i	56	-0.5	1357	1.1	-0.22	0.062	-0.063	0.59	1.3	1.5	6.5	0.8	1533	nt	nt
O=c1c2ccccc2c(-c2ccccc2)nn1-c1ccccn1	-15%	i	0.1	i	58	0.5	1040	1.1	1.4	-0.2	0.28	-0.013	1.4	2.0	5.7	-0.64	1212	-1	728
O=C(Nc1nnc(-c2ccccc2)s1)c1ccc(Cl)c(S(=O)(=O)N2CCOCC2)c1	3%	nt	nt	nt	nt	1.1	1129	1.2	-0.047	-0.19	-0.016	0.92	6.8	2.8	8.5	0.65	1410	nt	nt
COc1ccc(-c2nnc(-c3cc4c(ccc5ccccc54)oc3=O)o2)cc1	2%	i	1.9	i	35	2.5	1372	1.1	2.4	-0.061	-0.15	-0.4	2.4	1.7	3.4	-0.04	1492	nt	nt
O=C(CN(c1ccc(F)cc1)S(=O)(=O)c1ccccc1)NCc1ccco1	5%	i	1.4	i	28	2.0	892	1	-0.34	-0.21	-0.049	0.82	1.6	0.8	9.3	1.4	1317	nt	nt
COc1ccc(CNC(=O)C(NC(C)=O)C(=O)Nc2ccc(C(C)C)cc2)cc1 (stereo not drawn)	1%	i	0.1	i	57	1.2	1072	1.4	-0.7	-0.27	-0.36	0.7	6.9	2.7	9.8	-0.12	1276	-17	735
C#CCNC(=O)/C=C/c1ccc(OC)cc1	-6%	i	0.6	i	22	-0.9	527	1.1	0.99	-0.26	0.78	0.037	2.4	2.1	7.7	-0.12	1178	-13	702
COc1ccc(NC(=O)c2cccs2)cn1	nt	i	0.8	i	34	1.3	1292	nt	0.68	-0.18	0.28	-0.36	nt	nt	nt	0.05	1143	-7	643
Cc1ccc(NCc2nnc(SCCN3CCCCC3)n2CC2CCCO2)c(C)c1 (stereo not drawn)	-20%	i	0.5	i	28	-2.9	1001	1.1	-0.79	-0.3	-0.39	0.41	7.9	4.3	4.0	-1.1	1029	nt	nt
COc1cc(C(=O)Nc2nc3ccccc3s2)ccc1OCc1c(C)noc1C	7%	?	nt	i	22	-1.7	1381	1.2	0.66	-0.21	1.3	-0.59	13	15	21	-0.88	1538	nt	nt
CCN1C(=O)/C(=C2\SC(=S)N(CCCOC)C2=O)c2ccccc21	-18%	i	1.6	i	13	-1.6	1329	0.8	-0.21	-0.17	0.31	-0.73	5.2	2.9	8.1	-0.44	1606	nt	nt
O=C(c1ccc2c(c1)OCO2)N(c1ccc(F)cc1)C1C=CS(=O)(=O)C1 (stereo not drawn)	7%	i	5.7	i	18	0.3	1410	1.1	-0.42	-0.34	-0.024	0.048	3.5	2.9	8.9	1.7	1037	nt	nt
Clc1ccc(-c2nnc(COc3ncnc4ccccc34)o2)cc1	9%	i	0.4	i	22	-1.7	1083	1.1	-0.27	-0.3	0.11	-0.2	1.5	3.2	8.9	1.1	1103	-5	720
COc1cc(NC(=O)CSc2nnnn2Cc2ccccc2)cc(OC)c1	2%	i	0.3	i	10	-0.7	1043	1.1	0.81	-0.36	0.87	0.35	2.7	1.8	5.5	0.28	1467	21	720
C/C(N)=C(/C#N)C(=O)CSc1nnc(-c2ccc3c(c2)OCO3)o1	-2%	i	5.5	i	47	1.5	1050	1.1	0.21	2.2	1.3	-0.35	1.9	1.1	6.8	0.07	809	-14	770
O=C(Cn1cnc2c(nnn2Cc2ccc(F)cc2)c1=O)NCc1ccc(F)cc1	-8%	i	0.2	i	56	-1.5	1085	1.1	-0.45	-0.3	-0.23	0.58	3.4	2.1	2.1	1.1	1556	0	724
COc1ccc(CC(=O)NC(C)CCc2ccccc2)cc1 (stereo not drawn)	7%	i	0.4	i	43	-0.3	1098	1.1	-0.052	-0.21	0.02	0.58	5.0	3.1	11	-0.85	1291	-1	675
COc1ccc(C)cc1NCC(=O)Nc1ccc(C(C)(C)C)cc1	25%	i	0.8	i	26	-1.1	1187	1.1	-1.3	-0.24	-0.69	0.2	3.4	1.2	11	0.14	1410	-3	643
Fc1cc(F)cc(NC(=S)NN2CCOCC2)c1	12%	i	0.3	i	60	-0.1	1507	1	-0.27	-0.19	-0.28	0.52	3.1	1.4	5.8	-0.62	1425	-5	716
C/C(=N\NC(=O)Cc1cccn1C)c1cccc2ccccc12	8%	i	2.1	i	49	nt	nt	1.1	0.1	-0.19	0.35	1.1	1.1	0.8	4.6	-0.17	892	-10	779
CC(Oc1ccccc1)C(=O)Nc1ccccc1F (stereo not drawn)	9%	i	7.1	i	24	-1.0	1227	1	-0.84	-0.34	-0.25	0.73	2.6	1.8	6.3	0.32	852	1	799
Cn1c(=O)c2c(nc(Br)n2CCSc2nnnn2-c2ccccc2)n(C)c1=O	14%	i	0.4	i	27	-0.5	1037	1.2	0.013	0.22	0.77	-1.8	4.0	1.7	2.6	-0.32	1994	-21	648
CCOC(=O)C1=C(CS(=O)(=O)c2ccccc2)NC(=O)NC1c1cccc(OC)c1 (stereo not drawn)	6%	i	0.4	i	67	-1.8	1071	1.1	0.34	-0.34	-0.35	-0.26	2.5	2.9	2.7	0.56	1164	3	682
O=C(NNc1cc(N2CCOCC2)nc(N2CCOCC2)n1)C12CC3CC(CC(C3)C1)C2	16%	i	0.5	i	37	nt	nt	1	1.5	0.041	0.83	-1.5	3.6	2.1	2.3	-0.76	1308	21	625
CN1CCc2c(sc(NC(=O)c3cc4cc([N+](=O)[O-])ccc4s3)c2C(N)=O)C1	-4%	nt	nt	nt	nt	7.4	795	1	-0.22	4.6	0.85	-0.27	6.2	3.2	2.0	?	nt	-14	590
S=C(NCc1ccccc1)NN1CCOCC1	-1%	i	0.4	i	26	0.4	1047	1.1	-0.0075	-0.3	0.77	0.09	1.8	1.8	6.8	-1	1276	15	773
O=[N+]([O-])c1ccc(COn2nnc3ccccc32)cc1	-7%	nt	nt	i	30	-3.0	1131	1.1	0.76	-0.3	1.2	-0.71	3.6	3.2	5.3	-0.32	1390	8	648
CC(=O)NC(C(=O)NCC(N)=O)C(C)C (stereo not drawn)	5%	i	2.1	i	32	nt	nt	1.2	0.98	-0.23	0.35	-1.5	3.6	2.5	2.0	-0.51	1238	-21	668
CN(C)CCCNCC(=O)NN(c1ccccc1)c1ccccc1	nt	nt	nt	i	55	0.2	1301	nt	1.6	-0.11	2.1	-2.2	nt	nt	nt	0.82	1071	-4	655
CSc1cccc(NC(=S)N2CCC(N(C)C3CCCCCC3)CC2)c1	-6%	i	0.1	i	24	0.3	1073	1.1	-0.13	-0.28	-0.26	0.65	1.8	2.8	8.1	-0.03	1160	0	712
COc1ccccc1N1CCN(C(=O)CN(Cc2ccccc2)S(C)(=O)=O)CC1	-20%	i	5.1	i	58	0.1	1187	1	-0.48	-0.21	-0.34	-0.46	3.2	4.0	1.0	-2.5	1253	-13	776
O=C(/C=C/c1ccccc1)NC1CC2CCCC(C1)N2Cc1ccccc1 (stereo not drawn)	nt	nt	nt	i	20	0.1	1355	nt	-0.85	-0.79	-0.68	0.19	nt	nt	nt	-0.49	979	13	633
COc1ccc(S(=O)(=O)N2CN(Cc3ccco3)c3nc4ccccc4nc32)cc1	-32%	i	12	i	61	nt	nt	1.1	-2	-0.16	-1	0.48	2.4	1.7	3.9	-0.54	1321	-2	765
O=C(CSc1nnc(-c2ccccc2)n1-c1ccc(Cl)cc1)NC1CCS(=O)(=O)C1 (stereo not drawn)	6%	i	0.1	i	16	-0.6	1003	1	-0.073	-0.25	-0.19	0.19	4.1	2.4	7.8	-0.29	1479	5	622

Rows were taken by chance; overall some 3% were active at least once.
